# Bioassay records (PubChem BioAssay)
# AmpC no deterg: qHTS Inhibitors of AmpC Beta-Lactamase (assay without detergent); P00811; AmpC nitrocefin hydrolysis, absorbance 480 nm, 0.0001% Triton; Potency, µM (titrated, usually from 57.1 µM), without a hit: at the top dose activity change, negative = inhibition, hits mostly inhibitors; 330,000 tested, 0.52% active;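 further: potency means the concentration at half of the fitted maximal effect; plate controls were no compound for no effect and no enzyme for full effect; nearly all actives have a fitted effect of over 20% in size; some results filed as inactive show a strong effect at the top dose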
# Target sequence (P00811 whole entry, looked up): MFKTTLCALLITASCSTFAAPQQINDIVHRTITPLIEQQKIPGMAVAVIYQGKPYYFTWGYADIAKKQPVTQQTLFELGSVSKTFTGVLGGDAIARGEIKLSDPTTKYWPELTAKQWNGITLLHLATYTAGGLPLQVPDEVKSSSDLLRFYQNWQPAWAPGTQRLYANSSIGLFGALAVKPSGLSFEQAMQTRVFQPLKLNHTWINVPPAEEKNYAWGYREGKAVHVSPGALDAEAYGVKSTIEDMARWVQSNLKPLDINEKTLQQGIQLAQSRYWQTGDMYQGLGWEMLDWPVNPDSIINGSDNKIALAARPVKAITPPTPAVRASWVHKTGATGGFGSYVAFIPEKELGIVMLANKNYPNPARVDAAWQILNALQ
#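 AmpC (5.3 nM in the dispensed reagent) in 20 mM phosphate pH 7.0 with 0.01% (detergent screen) or 0.0001% Triton X-100 was preincubated with compounds for 15 min at room temperature. Nitrocefin was then added from an 800 uM solution, and hydrolysis was followed at 480 nm.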
# HCMV inh: qHTS Assay for inhibitors of the human cytomegalovirus (HCMV); HFF cells, HCMV-luciferase reporter, 72 h; stronger effect = lower value; activity change, negative = inhibition, % at 57.5 µM; 410,000 tested, 4.5% active; in the data active means activity change below about -60%; inconclusive means no clear call, values can overlap the other calls; inactive means above about -39%
#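 Luciferase read-out from HCMV-luciferase-infected HFFs (MOI 1 PFU/cell) 72 h post infection at 37C; compounds added after 16 h cell attachment; activity normalized between buffer-only basal and Salinomycin (10uM) inhibitor controls.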
# LmPK inh: qHTS Assay for Inhibitors of Leishmania Mexicana Pyruvate Kinase (LmPK). Q27686. Potency, µM (series often up to 57.5 µM), for the others: at the highest dose activity change, negative = inhibition, actives largely listed as inhibitors. AID 1721, 2009. purified LmPK, Kinase-Glo ATP luminescence, 1 h. 290,000 tested, 0.37% active; further: potency means the concentration at half of the fitted maximal effect
# Target sequence (Q27686 whole entry, looked up): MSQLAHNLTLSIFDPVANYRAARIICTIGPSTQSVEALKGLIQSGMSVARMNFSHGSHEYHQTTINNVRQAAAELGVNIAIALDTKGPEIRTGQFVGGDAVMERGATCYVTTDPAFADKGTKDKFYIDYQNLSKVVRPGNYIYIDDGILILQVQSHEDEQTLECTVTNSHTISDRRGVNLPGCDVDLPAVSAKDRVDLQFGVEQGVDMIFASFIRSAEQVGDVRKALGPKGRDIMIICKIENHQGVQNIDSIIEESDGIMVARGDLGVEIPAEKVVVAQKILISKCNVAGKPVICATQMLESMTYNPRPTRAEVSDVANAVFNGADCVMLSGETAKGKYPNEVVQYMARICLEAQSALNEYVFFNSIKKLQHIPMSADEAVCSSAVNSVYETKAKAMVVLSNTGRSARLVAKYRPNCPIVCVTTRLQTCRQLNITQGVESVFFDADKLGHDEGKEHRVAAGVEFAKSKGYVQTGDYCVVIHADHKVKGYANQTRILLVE
#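 In 50 mM imidazole pH 7.2 with 7 mM MgCl2, LmPK (0.1 nM) turned over PEP (0.5 mM) and ADP (0.1 mM) for 1 h at room temperature. Luciferase read-out of ATP.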
# AMA1 RON2 block: qHTS for Inhibitors of AMA1-RON; Towards Development of Antimalarial Drug Lead: Primary Screen | Plasmodium falciparum AMA1 (3D7) - RON2 peptide interaction | AlphaScreen AMA1-biotinylated RON2 peptide binding | Potency, µM (series often up to 58.2 µM), for the others: at the top dose activity change, negative = inhibition, usual class: inhibitors | 360,000 tested, 0.2% active | AID 720542, 2013;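 further: potency means the concentration at half of the fitted maximal effect; 0% = vehicle wells and -100% = peptide control; nearly all actives have a fitted effect of over 45% in size; some results filed as inactive show a strong effect at the top dose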
#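 AMA1 (3D7) with his tag at 25 nM final met compounds first, then biotinylated RON2 peptide at 25 nM; detection used donor plus acceptor beads, 10 µg/mL apiece, read by AlphaScreen after 30 min at room temperature.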
# TbPYK inhibitor: qHTS of Trypanosoma Brucei Inhibitors | TbPYK enzyme, Kinase-Glo Plus ATP luminescence, 45 min | 410,000 tested, 0.12% active | Potency, µM (series often up to 76.8 µM), without a hit: at the highest dose activity, negative = inhibition, hits mostly inhibitors; further: potency means the concentration at half of the fitted maximal effect; nearly all actives have a fitted effect of over 50% in size
#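 Readout: single end-point luminescence (Kinase-Glo Plus, 10 min). Reaction conditions were TbPYK/substrate plus 130 uM ADP, 45 min at RT, pH 7.2 TEA buffer. No-enzyme wells served as controls, and data were normalized before concentration-response fitting.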
# Sm TGR block: qHTS Assay for the Inhibitors of Schistosoma Mansoni Peroxiredoxins. Schistosoma mansoni thioredoxin glutathione reductase (TGR), Q962Y6. purified TGR, DTNB reduction, TNB absorbance 405 nm. Potency, µM (highest dose often 114 µM), without a hit: at the highest dose activity change, negative = inhibition, actives largely listed as inhibitors. 360,000 tested, 3% active; further: potency means the concentration at half of the fitted maximal effect; nearly all actives have a fitted effect of over 60% in size
#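 First, TGR (20 nM dispensed) and NADPH were mixed with compound. Second, a 15 min room-temperature incubation followed. Third, further NADPH and then DTNB were added to start the reaction. Finally, TNB absorbance was monitored kinetically.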
# AmpC inh detg: qHTS Inhibitors of AmpC Beta-Lactamase (assay with detergent) | AmpC hydrolysis of nitrocefin, absorbance 480 nm, 0.01% Triton | P00811 | AID 485294, 2010 | Potency, µM (series often up to 114 µM), inactives show at the highest dose activity change, negative = inhibition, most hits filed as inhibitors | 370,000 tested, 0.041% active;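 further: potency means the concentration at half of the fitted maximal effect; 0% = no-compound wells and -100% = no-enzyme wells; nearly all actives have a fitted effect of over 25% in size; some results filed as inactive show a strong effect at the top dose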
#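 20 mM phosphate pH 7.0 + 0.01% (detergent screen) or 0.0001% Triton X-100; 5.3 nM AmpC reagent; cpd preinc 15 min RT; nitrocefin (800 uM stock) to start; A480 q20 s × 4 min; Activity was normalised to no-enzyme and no-compound control wells.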
# Numbers without * were called inactive; u = inconclusive; x = not tested or not shown; & = joins results of further samples; [ ] = another dose, or the depositor's remark. Unless noted, the call rests on the fitted dose curve; in most records, active means well fitted curve in the direction sought with a large enough effect; inconclusive means small, poorly fitted or top-dose-only effect, or another doubt; inactive means no such curve, though single readings can be large; an effect the other way counts as inactive or inconclusive. Unless noted, on the % scale 0 is the no-effect control and ±100 the full control effect. The order is random; overall some 7.4% were active at least once.
SMILES,AmpC no deterg,HCMV inh,LmPK inh,AMA1 RON2 block,TbPYK inhibitor,Sm TGR block,AmpC inh detg
CCN(c1ccccc1)S(=O)(=O)c1ccc(Cl)c(C(=O)NC2CCN(Cc3ccccc3)CC2)c1,x,-70*,x,-2%,-1%,x,x
COc1cccc(N2C(=O)C(CC(=O)Nc3ccc(F)cc3)N(CCC3=CCCCC3)C2=O)c1 (centres undefined),x,-5,x,x,4%,-3%,2%
CN(Cc1nc2ccccc2c(=O)[nH]1)CC(O)COCc1ccco1 (centres undefined),-9%,20,4%,172%[activator],-13%,-10%,u
Cn1c(CSCc2ccc(Cl)cc2)nnc1SCC(=O)Nc1nccs1,-8%,2,4%,4%,-1%,-1%,4%
Cc1nc2c(cc1NC(=O)C(C)(C)C)nc(C)n2Cc1ccccc1,-4%,-8,2%,2%,-2%,13%,u
CCCCN(C(=O)c1cccc(S(=O)(=O)N2CCCCC2)c1)C1CCS(=O)(=O)C1 (centres undefined),46%,3&-8,-1%,10%,1%&5%,-11%&3%,u
Cc1ccc(C)n1-c1ccc(C#N)cn1,-26%,-15,2%,-15%,4%,-27%,4%
O=C(Nc1cccc2nsnc12)c1ccc(F)cc1,-40%,16,-1%,30%,-9%,9%,7%
CCN(CC(=O)Nc1c(F)cccc1F)C(=O)CNC(=O)COc1ccccc1,-9%,-14,x,30%[activator],-4%,0%,-3%
COc1ccc(S(=O)(=O)N(CC(=O)NCc2ccncc2)c2ccc(C)cc2)cc1Br,109%[activator],1,1%,5%,-5%,-15%,-12%
CCOC(=O)C(NCc1ccc(F)cc1)(NC(=O)c1ccccc1)C(F)(F)F (centres undefined),-1%,-31,0%,4%,-2%,-2%,1%
COc1ccc(S(=O)(=O)N(C)CC(=O)NCc2cccnc2)cc1,-23%,15,-1%,u,3%,-1%,u
Cc1noc(C)c1NC(=O)N(C)C[C@H]1OCc2cn(nn2)CCCC(=O)N([C@@H](C)CO)C[C@@H]1C,x,20,x,0%,-2%,x,x
O=C(OCCCN1CCOCC1)c1ccc(O)c(O)c1,-2%,0,-1%,73%[activator],-3%,-17%,1%
CC(C)NC(=O)Cn1cnc2c1c(=O)n(C)c(=O)n2C,-15%,-2,-5%,-11%,2%,10%,-1%
C=CCN1C(=O)C(CC(=O)Nc2ccccc2)S/C1=N/c1nccs1 (centres undefined),-22%,-9,1%,-13%,5%,-3%,3%
COc1ccc(OC)c(-n2c(-c3cc(-c4ccco4)[nH]n3)n[nH]c2=S)c1,-5%,6,5%,22%,3.2µM*,11%,2%
Fc1ccc(Cn2nnc(-c3ccc(CN4CCOCC4)cc3)n2)cc1,64%[activator],-8,-6%,-8%,1%,-22%,u
COc1ccc(NC(=O)c2cc3c(=O)n(Cc4ccco4)ccc3nc2C)c(OC)c1,x,u,x,x,-6%,u,12%
COCCN(C(=S)Nc1ccc(C)cc1C)C(C)c1ccco1 (centres undefined),3%,-12,3%,-13%,-14%,4%,2%
Cc1nc2ccccn2c(=O)c1NC(=O)c1cccc2ccccc12,u,-12,x,-4%,-3%,-4%,u
Cc1[nH]c2ccccc2c1SCC(=O)NNC(=O)Nc1ccc(OC(F)(F)F)cc1,-35%,11,3%,61%[activator],1%,-6%,-5%
Cc1cc(C)c2nc(SC(C)C(=O)NCC(=O)Nc3ccc(F)c(F)c3F)cc(C)c2c1 (centres undefined),1%,22,5%,14%,-2%,4%,-4%
O=C(CCCCCCCC(=O)N1CCCCC1)N1CCCCC1,x,-6,x,-13%,-20%,x,x
O=C(NCc1ccccc1)Nc1cccn(Cc2c(F)cccc2Cl)c1=O,-44%,-74*,-1%,-12%,-1%,x,-9%
COc1ccc2cc(CCNC(=O)CCc3ccccc3)c(=O)[nH]c2c1,-10%,-2,-8%,2%,4%,-11%,-3%
Cc1cccc(-n2c(=O)c3c(c4cc(C)ccc4n3C)n(CC(=O)NCCC3=CCCCC3)c2=O)c1,x,22,x,x,2%,3%,-1%
O=c1c(N=Nc2ccccc2)c[nH]n1-c1ccccc1,x,50,x,-16%,1%,x,x
COc1ccc(/C=C(\NC(=O)c2ccccc2)C(=O)N2CCN(C)CC2)cc1,-4%,-12,2%,-14%,-1%,3%,-13%
C/C(Cl)=C/CC1(CN2CCCC2=O)C(=O)NC(=O)NC1=O,3%,0,-3%,14%,-4%,-10%,28µM*
Cc1c(NC(=O)CCCCCN2C(=O)C3C4C=CC(C4)C3C2=O)c(=O)n(-c2ccccc2)n1C (centres undefined),1%,3,-5%,-7%,1%,-2%,u
Cc1c(C(=O)N2CCN(S(=O)(=O)c3cccs3)CC2)oc2ccc(F)cc12,-14%,-27,x,13%,-2%,x,x
COc1ccc(C)cc1S(=O)(=O)Nc1cc2c3c(c1)C(C)C(=O)N3CCC2 (centres undefined),-17%,-1,x,-4%,-6%,-2%,-11%
CNC(=O)c1c(NC(=O)/C=C/c2ccccc2)sc2c1CCC2,x,-23,x,x,0%,35µM*,7%
Cc1c(NC(=O)C(C)N(c2ccccc2)S(C)(=O)=O)c(=O)n(-c2ccccc2)n1C (centres undefined),-13%,-22,2%,2%,2%,13%,6%
C=C1N2CCC(CC2)C1(O)c1ccc(C)cc1 (centres undefined),-10%,48,3%,-3%,-19%,-1%,u
COc1ccccc1CNC(=O)COC(=O)C1=COCCO1,-15%,-22,4%,1%,4%,0%,-23%
FC(F)(F)c1ccnc(NCc2ccco2)n1,-5%,-1,-6%,-9%,-2%,8%,1%
CCOC(=O)C1CCCN(C(=O)COc2ccccc2F)C1 (centres undefined),-41%,-10,1%,6%,-4%,66%[activator],-5%
O=C(CCNC(=O)c1ccc(Br)cc1)Nc1nccs1,-16%,24,-7%,4%,-4%,2%,4%
COc1cc(C(=O)NC2=C(C#N)CCC2)cc(OC)c1OC,-5%,21,1%,-6%,3%,x,0%
CC(C)CC(=O)NCc1nc2cccnc2n1Cc1ccccc1,x,-38,x,x,-2%,9%,6%
COc1cccc(CN2C(=O)N(c3ccc(C)cc3)C(=O)C2CC(=O)Nc2cc(OC)cc(OC)c2)c1 (centres undefined),x,u,x,x,2%,5%,22%
CCC(=O)c1cccc2c1N=CC1=C(CC(C)(C)CC1=O)N2,-8%,26,-9%,-9%,-3%,6%,u
Cc1cccc(N2C(=O)C(CC(=O)Nc3ccc(Cl)cc3)N(Cc3ccco3)C2=O)c1 (centres undefined),x,-9,x,x,0%,u,12%

# The list goes on; the last 7 above are carried over.
SMILES,AmpC no deterg,HCMV inh,LmPK inh,AMA1 RON2 block,TbPYK inhibitor,Sm TGR block,AmpC inh detg
CCOC(=O)C1CCCN(C(=O)COc2ccccc2F)C1 (centres undefined),-41%,-10,1%,6%,-4%,66%[activator],-5%
O=C(CCNC(=O)c1ccc(Br)cc1)Nc1nccs1,-16%,24,-7%,4%,-4%,2%,4%
COc1cc(C(=O)NC2=C(C#N)CCC2)cc(OC)c1OC,-5%,21,1%,-6%,3%,x,0%
CC(C)CC(=O)NCc1nc2cccnc2n1Cc1ccccc1,x,-38,x,x,-2%,9%,6%
COc1cccc(CN2C(=O)N(c3ccc(C)cc3)C(=O)C2CC(=O)Nc2cc(OC)cc(OC)c2)c1 (centres undefined),x,u,x,x,2%,5%,22%
CCC(=O)c1cccc2c1N=CC1=C(CC(C)(C)CC1=O)N2,-8%,26,-9%,-9%,-3%,6%,u
Cc1cccc(N2C(=O)C(CC(=O)Nc3ccc(Cl)cc3)N(Cc3ccco3)C2=O)c1 (centres undefined),x,-9,x,x,0%,u,12%
COc1ccc(C(=O)N2CCCN(C)CC2)c(OC)c1,-9%,-16,-3%,1%,-10%,-11%,1%
NC(=O)c1ccc(NC(=O)C#Cc2ccccc2)cc1,-15%,-103*,3%,0%,-1%,u,3%
CCN(CC(=O)Nc1ccc(OC)cc1)CC(=O)Nc1ccc2c(c1)OCO2,-12%,-32,x,-5%,-4%,-5%,-8%
COc1ccc2c(c1)CC/C(=C\c1ccc(OC)c(Cn3cccn3)c1)C2=O,-7%,-8,1%,-21%,-5%,-1%,-7%
O=c1c2ccccc2c(/C=N/n2cnnc2)c(O)n1-c1ccccc1,-18%,57,7%,u,5%,11%,-20%
CCn1nc(NC(C)=O)c2cc3ccc(C)cc3nc21,-10%,-2,1%,15%,-1%,-1%,5%
CCN(CC)S(=O)(=O)c1cc(C(=O)NC2CCCCC2)ccc1C,-10%,69,1%,-2%,5%,27%,-13%
CC1CN(CC(O)COc2ccc(C(=O)c3ccccc3)cc2)CC(C)O1 (centres undefined),58%,8,10%,-3%,7%,15%[11.4 µM],1%
CCN(CC)S(=O)(=O)c1ccc(N2CCCCC2)c(NC(=O)/C=C/c2ccc(OC)c(OC)c2)c1,29%,-7,-1%,9%,-9%,-9%,u
CC(C)N1C(=O)/C(=C/C=C/c2ccco2)C(=O)N(Cc2ccco2)C1=O,-23%,-38,9%,u,-7%,3.5µM*,-10%
Clc1ccc2c(c1)-c1nnc(Br)n1-c1ccccc1S2,-21%,-17,0%,6%,-17%,-3%,u
COCCNC(=S)N/N=C/c1ccc(-c2ccc([N+](=O)[O-])cc2)o1,-29%,-21,0%,69%[activator],1%,u,4%
CCCCCN(C(=O)NC(=O)Nc1ccccc1OC)S(C)(=O)=O,-27%,9,0%,-9%,3%,20%[11.4 µM],-12%
Cc1ccc(/C=C/C(=O)NC(=S)N2CCN(c3ccc(F)cc3)CC2)cc1,-40%,27,0%,15%,1%,0%,-2%
Cc1ccc(NC(=O)c2c3c(nc4ccccc24)CCC3)cc1,-27%,18,-2%,-11%,-1%,7%,8%

# Copied from the list:
# Reading of Cc1ccc(/C=C/C(=O)NC(=S)N2CCN(c3ccc(F)cc3)CC2)cc1 in LmPK inh: 0%
# Reading of COCCNC(=S)N/N=C/c1ccc(-c2ccc([N+](=O)[O-])cc2)o1 in LmPK inh: 0%
